SENP1 inh: blocks the human SENP1 SUMO protease catalytic domain; Q9P0U3; recombinant SENP1 catalytic domain, CyPet-SUMO1-YPet FRET cleavage; inhibition, % at 10 µM; 360,000 tested, 0.21% active; AID 624204;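 active = inhibition at least 30% at 10 µM, raw YFP signal under a set limit, fluorescence ratio 0.5 to 1.5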;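 also: 0% = enzyme with DMSO and 100% = no enzyme wells; some results filed as inactive read as strong as hits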
Target sequence (Q9P0U3 419-644 limits assumed): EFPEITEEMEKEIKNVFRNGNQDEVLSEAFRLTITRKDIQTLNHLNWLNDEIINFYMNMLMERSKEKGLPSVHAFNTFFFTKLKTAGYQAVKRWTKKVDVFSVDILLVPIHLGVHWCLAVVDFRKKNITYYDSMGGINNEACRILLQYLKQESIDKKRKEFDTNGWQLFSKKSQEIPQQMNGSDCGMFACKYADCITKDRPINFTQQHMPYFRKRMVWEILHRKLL
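Material: hSENP1 catalytic domain, recombinant; medium: Tris pH 8 with BME, BSA, NP40 and catalase; compound: single concentration of 10 µM compound, 0.5% DMSO final; technique: FRET read of cyan and yellow fluorescence; timing: 50 min enzyme reaction, room temperature, light-protected; reagent: SFCypet-SUMO1-SFYpet substrate at 25 nM; control set: no-enzyme low, enzyme-DMSO high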
hIAP activ: increases human intestinal alkaline phosphatase activity. purified human IAP, CDP-Star luminescence, 30 min; hits give high values; 1 = vehicle-only enzyme, 0 = enzyme-free background. activation factor at 10 µM. P09923. 330,000 tested, 0.16% active. AID 2524;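 active = activation factor of the enzyme at least 2-fold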; also: the source names both 10 and 20 µM as test concentration; values of inactives mirror those of a sister screen read the other way
APOBEC3G inh: blocks human APOBEC3G single-stranded DNA deamination; recombinant A3G, ssDNA deamination FAM/TAMRA fluorescence; inhibition, % at 20 µM; 330,000 tested, 0.28% active; AID 493012;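 active = inhibition of at least 40% at 20 µM, with no more than 30% in the related APOBEC3A deaminase screen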;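 also: plate controls were DMSO wells with A3G for no effect and wells lacking A3G enzyme for full effect; some compounds called inactive have numbers as strong as hits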
Target sequence (Q9HC16 whole entry, looked up): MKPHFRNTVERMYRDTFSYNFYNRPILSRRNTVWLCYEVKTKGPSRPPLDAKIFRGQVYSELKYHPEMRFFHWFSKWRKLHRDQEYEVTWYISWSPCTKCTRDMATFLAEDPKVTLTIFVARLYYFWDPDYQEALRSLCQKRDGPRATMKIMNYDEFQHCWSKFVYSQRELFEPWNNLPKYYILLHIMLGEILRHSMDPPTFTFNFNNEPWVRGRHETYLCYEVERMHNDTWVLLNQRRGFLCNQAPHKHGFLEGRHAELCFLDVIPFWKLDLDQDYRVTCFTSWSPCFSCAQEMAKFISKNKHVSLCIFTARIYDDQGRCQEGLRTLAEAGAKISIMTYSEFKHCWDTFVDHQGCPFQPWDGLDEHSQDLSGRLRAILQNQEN
NALP3 yeast inh: inhibitors of NALP3 inflammasome in yeast. Yeast reconstituted NLRP3/ASC/caspase-1, beta-gal luminescence, 24 h. inhibition, % at 10 µM. 330,000 tested, 0.39% active. AID 2825;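 active = inhibition of 50% or more; inactive = inhibition below 50%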;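 also: plate controls were induced DMSO wells for no effect and uninduced yeast grown without galactose for full effect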
mIAP inh: mouse IAP inhibition | purified mouse IAP, CDP-Star luminescence, 30 min | inhibition, % at 10 µM | 330,000 tested, 0.2% active | AID 2806;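 active = inhibition of at least 40% at 10 µM in the primary screen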;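 also: plate controls were DMSO with enzyme for no effect and no enzyme wells for full effect; values of inactives mirror those of a sister screen read the other way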
beta cell repl: induces beta-cell replication in MIN6 cells. MIN6 cells proliferation, ATPlite luminescence, 48 h; cells starved in 0.2% serum; 100% = growth in 10% serum. proliferation, % at 10 µM. 330,000 tested, 0.29% active. AID 2380;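 active = compounds whose signal lies at least 3.5 SD above the mean of all wells on their plate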;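 also: 0% = DMSO-treated cells in low-serum medium and 100% = 10% serum control; some compounds called inactive have numbers as strong as hits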
APOBEC3A inh: blocks human APOBEC3A ssDNA deamination | P31941 | recombinant A3A, FAM/TAMRA ssDNA deamination fluorescence | inhibition, % at 20 µM | 330,000 tested, 0.41% active;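 active = at least 40% inhibition at 20 µM here, with at most 30% in a related deaminase screen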;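 also: plate controls were A3A with DMSO for no effect and wells lacking A3A enzyme for full effect; some results filed as inactive read as strong as hits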
Target sequence (P31941 whole entry, looked up): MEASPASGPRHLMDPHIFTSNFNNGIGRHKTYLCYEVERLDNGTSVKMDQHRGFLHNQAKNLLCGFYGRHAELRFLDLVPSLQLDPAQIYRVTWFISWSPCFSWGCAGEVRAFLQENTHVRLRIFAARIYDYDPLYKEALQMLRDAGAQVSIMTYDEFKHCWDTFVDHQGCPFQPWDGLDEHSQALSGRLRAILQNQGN
mIAP activ: mouse IAP activation; muIAP, CDP-Star luminescence, 30 min; hits give high values; 1 = vehicle-only enzyme signal, 0 = enzyme-free wells; activation factor at 10 µM; 330,000 tested, 0.24% active; AID 2805;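 active = activation factor of at least 2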; also: the source names both 10 and 20 µM as test concentration; values of inactives mirror those of a sister screen read the other way
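Assay system: mouse IAP enzyme; Reagent: CDP-Star chemiluminescent phosphatase substrate; Compound: DMSO-dissolved test compounds; Incubation: 30 min, room temperature; Technique: luminescence from enzymatic CDP-Star hydrolysis; Controls: DMSO-only wells and no-enzyme negative control.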
hIAP block: human IAP inhibition | P09923 | purified IAP, CDP-Star luminescence, 30 min | inhibition, % at 10 µM | 330,000 tested, 0.12% active | AID 2544;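 active = inhibition reaching a set limit with compound at 10 µM in the primary screen, cut at about 35% in these data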;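 also: plate controls were DMSO wells with enzyme for no effect and no-enzyme buffer wells for full effect; values of inactives mirror those of a sister screen read the other way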
An asterisk follows results filed as active; & = joins results of further samples. Only part of the results is shown (hit frequency here may not be typical).

SMILES | SENP1 inh | hIAP activ | APOBEC3G inh | NALP3 yeast inh | mIAP inh | beta cell repl | APOBEC3A inh | mIAP activ | hIAP block
Cn1c(CNc2ccc(F)cc2)nnc1SCC(=O)NNC(=O)Cc1ccccc1 | -1 | 1.1 | -2 | -6 | 12 | -3 | -3 | 0.88 | -10
CC(C(=O)NC1CCCCCC1)c1ccc([N+](=O)[O-])cc1 (configuration not stated) | -2 | 1 | -5 | 20 | 0 | -2 | -5 | 1 | -3
O=C(Nc1cccc(Cl)c1Cl)c1ccccc1OCC(=O)N1CCOCC1 | 0 | 1 | 2 | 16 | -2 | -1 | -1 | 1 | -2
Cc1ccc2c(c1)[C@@H]1CN(C)CC[C@@H]1N2S(=O)(=O)c1ccc([N+](=O)[O-])cc1 | 0 | 1 | -9 | 11 | 0 | -3 | -7 | 0.99 | 0
CCOc1cc(C(N)=O)cc(OCC)c1OCC | 1 | 0.94 | -4 | 18 | -4 | 0 | -2 | 1 | 6
Cc1ccc(NC(=O)CCc2c(C)[nH]c(=O)c(C#N)c2C)cc1 | -1 | 0.97 | -7 | 10 | -2 | -3 | 24 | 1 | 3
CCOC(=O)C1CCN(CC(O)COc2ccc(C(C)(C)CC)cc2)CC1 (configuration not stated) | -5 | 0.96 | -5 | 13 | 11 | -3 | -3 | 0.89 | 4
COc1ccc2ccccc2c1CN(C)Cc1ccccc1 | 0 | 0.9 | -6 | 30 | -14 | 3 | -6 | 1.1 | 10
CCc1ccccc1NC(=O)c1ccc(S(=O)(=O)NCC2CCCO2)cc1 (configuration not stated) | 0 | 0.84 | -9 | 10 | 8 | -1 | -1 | 0.92 | 16
O=C(COc1ccc(Cl)cc1Cl)NN=C1CCCCC1 | -2 | 0.92 | -7 | -1 | 0 | -1 | -6 | 1 | 8
COc1ccc(NC(=O)COC(=O)CCc2nc3ccccc3c(=O)[nH]2)cc1Cl | -3 | 0.95 | -4 | -3 | -1 | -2 | -1 | 1 | 5
O=C(/C=C/c1ccccc1)NC(NC(=S)Nc1ccc(C(=O)O)cc1)C(Cl)(Cl)Cl (configuration not stated) | -5 | 1.1 | -7 | 4 | 5 | -1 | -2 | 0.95 | -14
Cc1ccc(S(=O)(=O)N2CCN(C(C)C(=O)NCC(C)c3ccccc3)CC2)cc1 (configuration not stated) | -1 | 0.91 | -6 | 10 | -7 | 0 | 12 | 1.1 | 9
O=C(c1cccc(F)c1)N1C2C=CC(C2)C1(C(F)(F)F)C(F)(F)F (configuration not stated) | -2 | 0.93 | -4 | 2 | 4 | -3 | -1 | 0.96 | 7
O=C(NNc1nc2cc3c(cc2s1)OCCO3)c1ccccc1 | 1 | 1.7 | -7 | 2 | 2 | -5 | -2 | 0.97 | -71
COc1ccc(C(=O)Nc2ccc3[nH]c(-c4cccc(OC)c4)cc(=O)c3c2)cc1 | -4 | 1.1 | 5 | 26 | -2 | -5 | -3 | 1 | -8
O=C(NCC1CCCCC1)c1ccc(F)cc1Cl | 0 | 0.55 | -3 | 7 | -4 | -2 | -1 | 1 | 45*
CSc1nc2ccccc2cc1/C=C(\C#N)c1cccc(Cl)c1 | -68 | 0.95 | -7 | 2 | 15 | -1 | -5 | 0.85 | 5
CCCCN(C)C(=O)c1ccc(CS(=O)(=O)c2ccccc2C)o1 | 6 | 1.1 | -2 | 16 | -4 | -1 | 3 | 1 | -9
O=C(CCCCCN1C(=O)c2ccccc2C1=O)Nc1ccc(S(=O)(=O)N2CCCCC2)cc1 | -2 | 0.94 | -8 | 0 | 6 | 0 | -6 | 0.94 | 6
Cc1cc(C(=O)N/N=C/c2cc(Br)ccc2OC(=O)c2ccccc2)n[nH]1 | -8 | 1.7 | -5 | -24 | 11 | -3 | -3 | 0.89 | -73
O=C(CSc1ccc(-c2ccco2)nn1)N1CCCCCC1 | 3 | 0.99 | -6 | -6 | 12 | -2 | 7 | 0.88 | 1
O=C(Cc1cccs1)Nc1nnc(SCC(=O)N2CCCCC2)s1 | -1 | 0.98 | -6 | -6 | -1 | 0 | -4 | 1 | 2
CCOC(=O)c1c(-c2ccccc2)oc2ccc(O)c(CN3CCN(C)CC3)c12 | 0 | 0.86 | -3 | 6 | -7 | -5 | -4 | 1.1 | 14

In another format: results already given.
Value order: SENP1 inh, hIAP activ, APOBEC3G inh, NALP3 yeast inh, mIAP inh, beta cell repl, APOBEC3A inh, mIAP activ, hIAP block
- Cn1c(CNc2ccc(F)cc2)nnc1SCC(=O)NNC(=O)Cc1ccccc1
→ -1, 1.1, -2, -6, 12, -3, -3, 0.88, -10
- CC(C(=O)NC1CCCCCC1)c1ccc([N+](=O)[O-])cc1 (configuration not stated)
→ -2, 1, -5, 20, 0, -2, -5, 1, -3

The listing continues:
SMILES | SENP1 inh | hIAP activ | APOBEC3G inh | NALP3 yeast inh | mIAP inh | beta cell repl | APOBEC3A inh | mIAP activ | hIAP block
Cc1ccc(Cl)cc1N1CCN(S(=O)(=O)c2c(C)nc3scc(C)n3c2=O)CC1 | 1 | 0.77 | -6 | 26 | 9 | 0 | -3 | 0.91 | 23
Cc1cccc(N2C(=O)N3[C@@H]4c5ccccc5OC[C@@H]4[C@@H](c4ccccc4)[C@]3(C)C2=O)c1 | -3 | 0.84 | -3 | 25 | -2 | -6 | -2 | 1 | 16
O=C(NCCOCc1ccccc1)C(c1ccccc1)c1ccccc1 | -1 | 1.1 | 0 | -2 | 2 | -4 | -2 | 0.98 | -10
O=C(NNC(=O)c1cc(-c2ccncc2)nc2ccccc12)c1ccccc1F | -2 | 1.1 | -1 | 20 | 1 | 4 | 1 | 0.99 | -9
CCc1cccc2sc(N(CCCN3CCOCC3)C(=O)CS(=O)(=O)c3ccccc3)nc12 | 0 | 1.1 | -6 | 12 | 6 | 2 | -5 | 0.94 | -5
Nc1c(C(=O)N/N=C/c2ccc(Cl)cc2)cnn1-c1ccccc1 | 2 | 0.96 | 5 | -8 | 4 | -4 | 4 | 0.96 | 4
CCc1ccccc1NC(=O)CCOc1ccccc1 | -1 | 0.94 | -12 | 21 | 2 | 0 | -4 | 0.98 | 6
COc1ccccc1OCC(=O)N1CCN(S(=O)(=O)c2ccc(Cl)cc2)CC1 | 0 | 1.2 | 5 | -3 | -5 | 3 | 53* | 1 | -23
COc1ccc(-c2nnc3sc(-c4ccco4)nn23)cc1OC | -10 | 1.1 | 1 | 14 | -2 | 1 | 3 | 1 | -10
COc1cc(CNCCCO)ccc1OCC(=O)NC(C)(C)C | 2 | 0.95 | -8 | 1 | -7 | -1 | -1 | 1.1 | 4
CCC(NC(=O)Cc1c(C)c2ccc(OC)c(C)c2oc1=O)C(=O)NC(Cc1ccc(Cl)cc1)C(=O)O (configuration not stated) | 1 | 1 | 19 | 0 | 4 | -5 | 7 | 0.96 | 0
CCN(CC)CCCN(C(C)=O)c1nc(-c2cc(OC)ccc2OC)cs1 | -1 | 1 | -9 | 6 | 3 | -1 | -1 | 0.97 | -4
COc1ccc(CCNC(=O)COC(=O)COc2ccc(C#N)cc2)cc1 | 3 | 0.92 | -1 | 10 | 3 | -2 | 8 | 0.97 | 8
O=C(c1csc2ccccc12)N1CCN(c2ccc(Cl)c(Cl)c2)CC1 | 0 | 1.2 | -5 | -16 | -2 | -6 | -1 | 1 | -17
Cc1nc(C)n(CC(C)C(=O)N2CCN(S(=O)(=O)c3ccccc3)CC2)n1 (configuration not stated) | -2 | 0.97 | -2 | 8 | -19 | 3 | -1 | 1.2 | 3
CCc1ccc(-c2cn(C3CCCCC3)c(=S)[nH]2)cc1 | 3 | 0.97 | -9 | 21 | 4 | -2 | -1 | 0.96 | 3
CCNC(=O)C1CCN(S(=O)(=O)c2ccc(F)cc2)CC1 | 0 | 0.82 | 0 | 20 | 8 | 3 | 5 | 0.92 | 18
CC(C)CC1Nc2ncnc(N3CCN(c4ccccn4)CC3)c2N(Cc2ccccc2)C1=O (configuration not stated) | 1&2 | 1 | -5 | 10 | 4 | -5 | -6 | 0.96 | -4
O=C(c1ccccc1S(=O)(=O)NCc1ccccc1)N1CCCCC1 | 2 | 0.91 | -3 | -18 | -3 | 0 | 4 | 1 | 9
CSCCC(NS(=O)(=O)c1ccc(Cl)cc1)C(=O)OCC(=O)N1CCOCC1 (configuration not stated) | 4 | 1 | -4 | -3 | -1 | 0 | -4 | 1 | -2
O=S1(=O)N=C(N(CCO)/N=C/c2ccc(Cl)cc2)c2ccccc21 | 2 | 0.89 | -11 | 23 | 3 | -1 | -4 | 0.97 | 11
C/C=C(\C)CN1CCCC(CO)(Cc2ccccc2)C1 (configuration not stated) | -6 | 1 | -10 | 10 | -18 | 0 | -3 | 1.2 | -1
CC1CCC2=NN(C(=O)c3ccco3)C(O)(C(F)(F)F)C2C1 (configuration not stated) | 0 | 1.2 | -7 | 27 | 0 | -1 | -2 | 1 | -17
O=C(c1ccc(S(=O)(=O)c2cccc(Cl)c2)c([N+](=O)[O-])c1)N1CCN(Cc2ccccc2)CC1 | 3 | 0.91 | 2 | 11 | 1 | 0 | 1 | 0.99 | 9
O=C(NCCN=C1NS(=O)(=O)c2ccccc21)c1ccccc1 | 0 | 0.95 | -12 | 11 | -8 | 7 | -4 | 1.1 | 5
CNc1snc(C)c1C(=O)OCC(=O)N(C)Cc1ccccc1 | -1 | 0.95 | -3 | 15 | -2 | -2 | -1 | 1 | 5
COc1ccc(-c2csc(NC(=O)C3CSC4(C)CCC(=O)N34)n2)c(OC)c1 (configuration not stated) | 0 | 1.1 | 2 | -4 | 2 | -1 | 4 | 0.98 | -10
COc1ccc(C2CC(c3ccccc3)=NN2C(=O)c2cccs2)cc1 (configuration not stated) | 0 | 0.87 | -4 | 3 | 12 | -6 | -1 | 0.88 | 13
c1ccc2c(CCNc3ncnc4nc[nH]c34)cccc2c1 | -2 | 1 | -3 | -21 | 4 | -4 | -2 | 0.96 | -2
COC(=O)c1ccc2ccccc2c1OC1OC(CO)C(O)C(O)C1NC(C)=O (configuration not stated) | 1 | 0.78 | -5 | 17 | 10 | -2 | -6 | 0.9 | 22
Cc1ccc(NC(=O)CN(C)C(=O)Cc2c(Cl)cccc2Cl)cc1 | -1 | 0.96 | -9 | 15 | -2 | -2 | 13 | 1 | 4
COc1ccc(NS(=O)(=O)c2cc(N)ccc2N2CCCC2)cc1 | -49 | 0.91 | 9 | -1 | 18 | -2 | -1 | 0.82 | 9
O=C(CNC(=O)Cc1ccccc1)NCC(=O)OCC(=O)c1ccc(Cl)cc1 | 4 | 0.89 | -10 | 4 | 0 | 0 | -3 | 1 | 11
Cc1ccc2nsnc2c1NC(=O)Cc1ccc(Cl)cc1 | 1 | 0.93 | -4 | -8 | 5 | 4 | 2 | 0.95 | 7
O=C(NC1CCCCCC1)C1CCCN(S(=O)(=O)c2cccs2)C1 (configuration not stated) | -1 | 1.1 | -3 | 22 | 4 | -1 | -2 | 0.96 | -7
Cc1ccc2c(cnn2C(=O)CCCC(=O)NCc2cccc(F)c2)c1 | 1 | 0.97 | -2 | 25 | -11 | 0 | -2 | 1.1 | 3
